Bioassay records: PubChem, several laboratories
RmlC RmlD mix: RmlC and RmlD coupled enzyme inhibitors, primary screen, biochemical, 384-well, compound mixtures, retest; RmlC/RmlD coupled enzyme inhibition, 384-well mixture HTS; inhibition, % at 5.5 µM; 110,000 compounds, 0.39% hits; AID 1532, 2009; in the data active = inhibition above about 30%, passing the limit was not always enough; also: strong numbers were not always called active
HIV RNase H inh: HIV-1 RT RNase H inhibitors, primary screen, biochemical, fluorescence; Gag-Pol polyprotein (Human immunodeficiency virus type 1 group M subtype B (isolate …; RT-RNase H RNA/DNA duplex cleavage; inhibition, % at 10 µM; 65,000 compounds, 1.9% hits; in the data active = inhibition above about 50%
* = called active by the depositor; nt = no result given. These rows are one share of the data; the hit share may differ from the screen's.

SMILES | RmlC RmlD mix | HIV RNase H inh
Cc1cc(CNC(=O)C(C)Cc2ccccc2)nn1C (stereo unspecified) | -5 | nt
CCOc1ccccc1NC(=O)CC1Nc2ccccc2NC1=O (stereo unspecified) | -35 | -23
Cc1ccc(C)c(C(=O)N(Cc2nc(-c3ccc(Cl)cc3)no2)C(C)C)c1 | -9 | -12
CCOC(=O)CCc1c(C)c2ccc(OCC(=O)N(CC)CC)c(C)c2oc1=O | 15 | -11
Cc1ccc(CC2CC(=O)N(Cc3ccco3)C2=O)cc1 (stereo unspecified) | -1 | 16
Cc1nnc(NC(=O)CSc2ncnc3c2cnn3-c2ccccc2C)s1 | -7 | nt
Cc1ccc(N(C)C(=O)C2CCN(S(=O)(=O)c3ccc4c(c3)oc(=O)n4C)CC2)cc1 | 8 | nt
CCc1[nH]nc2c1C1(CCN(C(=O)OCc3ccccc3)CC1)C(C#N)=C(N)O2 | 8 | -1
N#CC1(c2c(O)nc3n(c2=O)CCCS3)CCCCC1 | 9 | 3
O=c1c(-c2ccc(Oc3ccccc3)cc2)[n+]([O-])c2ccccc2n1OCc1ccccn1 | 14 | nt
COCc1[nH][nH]c(=O)c1C=Nc1ccc(Cl)cc1 | -5 | nt
CN(C(=O)Oc1cccc2cccnc12)c1ccccc1 | -7 | -10
Cc1ccc(C)c(NC(=O)c2ncn[nH]2)c1 | -3 | nt
CCOC(=O)c1c(C)[nH]c(C)c1C(=O)COC(=O)[C@@H](NC(=O)c1ccccc1OCC)C(C)C | -12 | nt
COc1ccc(CN2CCSCC2)cc1O | -11 | nt
COc1cc(/C=N/O)cc(Br)c1OCc1cccc(Cl)c1 | -9 | nt
CC(C)(C)NC(=O)C(c1ccccc1)N(C(=O)c1csnn1)C1CC1 (stereo unspecified) | 4 | -6
CCN(CC)S(=O)(=O)c1ccc2c(c1)nc(CCC(=O)OCc1c(C)noc1C)n2C | 6 | -5
CN(C)Cc1c(O)ccc2[nH]cnc12 | -6 | -13
COc1ccc(Br)cc1CNC(=O)Nc1cccs1 | 6 | nt
CC(C)(C)C(=O)Cn1c(=O)n(CC2CCCO2)c(=O)c2ccccc21 (stereo unspecified) | nt | -18
CC(=O)/C(C#N)=C1\NC(=O)C(Cc2ccc(C)c(C)c2)S1 (stereo unspecified) | -2 | nt
Cc1c(C#N)c2ccccc2n1CC(=O)NCCc1c[nH]c2ccccc12 | -2 | -2
N#Cc1nc(COc2ccc(Br)cc2)oc1N1CCCCCC1 | 8 | -78
CC(C)(C)NC(=O)CSc1nnc(NC(=O)CCn2cnc3ccccc3c2=O)s1 | -11 | 0
Cc1cc(C)n(-c2cc(C(C)(C)C)nc3c(-c4ccc(Cl)cc4)cnn23)n1 | 12 | nt
NCC1(CC(=O)O)CCCCC1 | nt | -9
Cc1ccc(C)c(N(CC(=O)NC2CCCC2)C(=O)c2cc3cc4cccc(C)c4nc3s2)c1 | -10 | nt
CCC(C)NC(=O)c1c(N)n(/N=C/c2cccs2)c2nc3ccccc3nc12 (stereo unspecified) | -24 | nt
CCOc1ccc(C(=O)Nc2c3c(nn2C(C)(C)C)CSC3)cc1OCC | 7 | 10
CCCC1(CCC)C(=O)NC(=NCc2ccccc2)NC1=O | 8 | 2
CCCc1nnc(NC(=O)CCCN2C(=O)c3ccccc3C2=O)s1 | -3 | nt
COc1ccc(S(=O)(=O)Nc2ccc(S(=O)(=O)N3CCCCC3)cc2)cc1OC | 68 | -7
CCCc1nc2sc(C(=O)OCC)c(N)c2c2c1COC(C)(C)C2 | -46 | nt
COc1ccccc1CC(=O)O/N=C(\N)c1cccc([N+](=O)[O-])c1 | -8 | nt
CCC1CCCCN1S(=O)(=O)c1ccc(NC(=O)c2cccs2)cc1 (stereo unspecified) | 9 | nt
CC(=O)Nc1ccc(NC(=O)c2cc(C)nn2-c2ccccc2)cc1 | -10 | 0
Cc1ccc(C(=O)Nc2ccon2)cc1S(=O)(=O)N1CCCCCC1 | 6 | nt
O=C(Cc1ccccc1)Nc1cccc(N2CCCC2)c1 | 2 | -1
Cn1cc(Cl)nc1C(O)c1ccccc1 (stereo unspecified) | nt | -3
Cc1ccc2oc(Nc3nc(C)cc(C)n3)nc2c1 | -1 | 0
CCC1CCCCN1CCCn1c(=S)[nH]c2ccccc2c1=O (stereo unspecified) | -38 | -10
Cc1ccc(N2C(=O)CC(Sc3nc4ccccc4o3)C2=O)cc1Cl (stereo unspecified) | 11 | nt
CN(C)c1ccc(N=Cc2ccco2)cc1 | 31 | 31
Cc1cc(NC(=O)CSc2nc3c(sc4ccccc43)c(=O)n2CCc2ccccc2)n[nH]1 | 2 | nt
CCCCCC(=O)Nc1cccc(C2=NOC3(C2)C[C@H](C(N)=O)N(C(=O)[C@H]2CCC(=O)N2)C3)c1 (stereo partly specified) | -12 | nt
O=C(O)C[C@H]1c2ccc(C(F)(F)F)cc2S(=O)(=O)N1C1CCCCC1 | 1 | nt
O=S1(=O)[C@H]2C[C@@H]3CC[C@]2(CN1Cc1cccc(F)c1)O3 | -7 | nt
Cc1nn(C)c(C)c1CN(C)C(=O)c1cc2n(n1)C(C(F)(F)F)CC(c1cccs1)N2 (stereo unspecified) | 5 | -5
CCc1nc2c(nnn2Cc2ccc(F)cc2)c(=O)[nH]1 | 10 | nt
Cn1c(=O)c2c(nc(NCCCO)n2CCc2ccccc2)n(C)c1=O | -8 | 0
Cc1cc(NS(=O)(=O)c2ccc(NC(=O)COc3ccccc3Cl)cc2)no1 | 9 | -22
COc1ccc(S(N)(=O)=O)cc1C(=O)NCCCN1CCN(c2ccc(C)cc2)CC1 | 9 | nt
Cc1ccc(-c2cc3nc4c(c(=O)n3[nH]2)CCCC4)cc1 | 12 | -3
COc1c2c(c(C)c3c1C(=O)OC3)O[C@@]1(C)CC[C@@]3(O)C(C)(C)OC(=O)CC[C@]3(C)[C@H]1C2 | 1 | nt
CSc1nnc(-c2ccco2)c(-c2ccco2)n1 | 8 | 77*
Cc1ccccc1N(Cc1nnc2n1CCCCC2)C(=O)Nc1ccccc1 | 15 | 1
CCOC(=O)c1c(C)n(C)c2ccc(OCC(O)CNC(CC)CO)cc12 (stereo unspecified) | -14 | -8
O=C(NNC(=O)c1sc2cccc(Cl)c2c1Cl)NC1CCCCC1 | 9 | nt
Cn1c(=O)c2c(nc(NC(Cc3ccccc3)C(=O)O)n2Cc2ccccc2)n(C)c1=O (stereo unspecified) | 6 | -5

3 compounds from above, arranged by heavy-atom count, largest number first:
SMILES | RmlC RmlD mix | HIV RNase H inh
COc1ccc(S(=O)(=O)Nc2ccc(S(=O)(=O)N3CCCCC3)cc2)cc1OC | 68 | -7
Cc1ccc2oc(Nc3nc(C)cc(C)n3)nc2c1 | -1 | 0
COCc1[nH][nH]c(=O)c1C=Nc1ccc(Cl)cc1 | -5 | nt

The list continues.
SMILES | RmlC RmlD mix | HIV RNase H inh
COc1ccc(OC)c(N(CC(=O)N2CCC(C)CC2)S(=O)(=O)c2ccc(OC)c(OC)c2)c1 | 1 | nt
CN1CCN(C(=O)C2=C[C@H](c3ccc(C(F)(F)F)cc3)C[C@H](OCc3ccc(CO)cc3)O2)CC1 | 8 | nt
CSc1nnc(-c2ccc(S(=O)(=O)N3CCOCC3)cc2)n1CC1CCCO1 (stereo unspecified) | -7 | -6
CCOC(=O)c1sc(NC(=O)C(C)(C)C)cc1C | -2 | nt
COc1cc(-c2nnc(SCC(=O)N3CCCC3)o2)cc(OC)c1OC | -3 | 0
CC(C)(C)C(=O)NCCCc1ccccc1 | -10 | nt
CCS(=O)(=O)c1ccc(-c2csc(-c3ccccc3Cl)n2)c(Cl)c1Cl | 3 | nt
CSc1nc(Cl)c(C#N)c(-c2ccc(C)cc2)n1 | 7 | nt
CCCN1CCN(C(=O)Cn2ncc3ccccc32)CC1 | -1 | -2
CCN(CC)C(=O)CC(c1ccc(OC)cc1)c1c(O)cc(OC)cc1OC (stereo unspecified) | 3 | nt
CCCc1cc(NCCCN2CCOCC2)n2c(nc3ccccc32)c1C#N | 12 | nt
Cc1ccccc1C(=O)NCCN=C1NS(=O)(=O)c2ccccc21 | -5 | -4
CCOC(=O)c1[nH]c(C)c(/C(O)=C2\C(=O)C(=O)N(CCCN(C)C)C2c2cccnc2)c1C (stereo unspecified) | 9 | -11
CC(C)Oc1ccc(CSc2nnc3n(C)c(=O)c4c5c(sc4n23)CCCC5)cc1 | -10 | 9
N=c1c2c(n(Cc3cccc(Cl)c3)c3c1CCC3)CCCC2 | -14 | nt
CC(=O)Oc1cc(OC(C)=O)c2c(C)cc(=O)oc2c1 | nt | -1
CCOC(=O)N1CCN(C(=O)Cc2ccc(-n3c(=O)[nH]c4ccccc4c3=O)cc2)CC1 | -5 | -5
CS(=O)(=O)N1CCN(c2ccccc2NC(=O)c2ccc(-c3ccc(Br)cc3)o2)CC1 | -3 | nt
COc1ccc2nc(SCc3nc(N)nc(Nc4ccccc4)n3)[nH]c2c1 | 12 | -8
COC(=O)c1ccccc1NC(=S)NC(=O)c1cccc2ccccc12 | 20 | nt

Quoted from the listing:
RmlC RmlD mix, CC(C)(C)C(=O)NCCCc1ccccc1 is entered as -10
RmlC RmlD mix, CSc1nnc(-c2ccc(S(=O)(=O)N3CCOCC3)cc2)n1CC1CCCO1 (stereo unspecified) is entered as -7
RmlC RmlD mix, COc1cc(-c2nnc(SCC(=O)N3CCCC3)o2)cc(OC)c1OC is entered as -3

The main list resumes, repeating the two entries before the break.
SMILES | RmlC RmlD mix | HIV RNase H inh
COc1ccc2nc(SCc3nc(N)nc(Nc4ccccc4)n3)[nH]c2c1 | 12 | -8
COC(=O)c1ccccc1NC(=S)NC(=O)c1cccc2ccccc12 | 20 | nt
O=C(COC(=O)c1ccc[nH]c1=O)c1ccc(Cl)s1 | 1 | 0
Cc1ccc(C2N(C)c3ccccc3-c3nc4ccccc4n32)o1 (stereo unspecified) | -42 | nt
CCC(C)C(=O)Nc1c2c(nc3c1CCC3)CCCC2 (stereo unspecified) | nt | -3
COc1ccc(CC(=O)Nc2ccc(-c3noc(-c4cccc(OC)c4)n3)cc2)cc1 | 7 | 79*
CC(=O)NC1=NN(C(C)=O)C2(S1)C(=O)N(C(C)C)c1ccc(C)cc12 (stereo unspecified) | -5 | nt
CC1=CC(=O)C2=C(C)CC(O)C3C(C)C(=O)OC3C12 (stereo unspecified) | -6 | -4
COCCNC(=O)C(c1ccc(C)o1)N(Cc1ccc(OC)cc1)C(=O)Cn1nnc2ccccc21 (stereo unspecified) | -6 | -3
COC(=O)c1cccc(Oc2nc3c(c(=O)n(C)c(=O)n3C)n2C(C)C)c1 | -4 | -25
Cc1cccc(OCCn2c(=S)[nH]c3ccccc32)c1 | 23 | nt
COC(=O)c1ccc(NC2=CC(=O)CC(C)(C)C2)cc1 | -10 | 2
COC(=O)CN(c1ccc(OC)cc1)S(=O)(=O)c1c(C)noc1C | 6 | -22
O=C1CSC2(CCCCC2)N1CCO | 7 | -13
COc1cccc(NC(=O)CSc2nnc(-c3ccoc3C)n2-c2ccccc2)c1 | -18 | nt
CCn1c(COc2cccc3cccnc23)nnc1SCC(=O)O | 11 | -7
Cc1ccc(NC(=O)c2cccc(N3C(=O)CCC3=O)c2)nc1 | 0 | 4
CC1CCN(c2ccccc2NC(=S)NC(=O)c2ccc(-c3cccc([N+](=O)[O-])c3)o2)CC1 | -4 | nt
CCC(C)(C)C(=O)Nc1ccc(OC)cc1[N+](=O)[O-] | -68 | nt
COc1ccc(-c2cc(C(=O)N3CCOCC3)no2)cc1OC | 9 | -10

As a short view, part of the list above.
SMILES | RmlC RmlD mix | HIV RNase H inh
O=C1CSC2(CCCCC2)N1CCO | 7 | -13
COc1cccc(NC(=O)CSc2nnc(-c3ccoc3C)n2-c2ccccc2)c1 | -18 | nt
CCn1c(COc2cccc3cccnc23)nnc1SCC(=O)O | 11 | -7
Cc1ccc(NC(=O)c2cccc(N3C(=O)CCC3=O)c2)nc1 | 0 | 4
CC1CCN(c2ccccc2NC(=S)NC(=O)c2ccc(-c3cccc([N+](=O)[O-])c3)o2)CC1 | -4 | nt
CCC(C)(C)C(=O)Nc1ccc(OC)cc1[N+](=O)[O-] | -68 | nt
COc1ccc(-c2cc(C(=O)N3CCOCC3)no2)cc1OC | 9 | -10
